Assay outcomes from PubChem BioAssay.
Pol eta inh: qHTS for Inhibitors of Polymerase Eta; recombinant Pol eta, fluorescent DNA replication assay; AID 588591, 2011; DNA polymerase eta (Homo sapiens), Q9Y253; 390,000 tested, 1.2% active; Potency, µM (top dose mostly 114 µM), for the others: top-dose activity change, negative = inhibition, most hits filed as inhibitors; note: % is set by controls: 0 for no effect and ±100 for the full control effect
Target sequence (Q9Y253 whole entry, looked up): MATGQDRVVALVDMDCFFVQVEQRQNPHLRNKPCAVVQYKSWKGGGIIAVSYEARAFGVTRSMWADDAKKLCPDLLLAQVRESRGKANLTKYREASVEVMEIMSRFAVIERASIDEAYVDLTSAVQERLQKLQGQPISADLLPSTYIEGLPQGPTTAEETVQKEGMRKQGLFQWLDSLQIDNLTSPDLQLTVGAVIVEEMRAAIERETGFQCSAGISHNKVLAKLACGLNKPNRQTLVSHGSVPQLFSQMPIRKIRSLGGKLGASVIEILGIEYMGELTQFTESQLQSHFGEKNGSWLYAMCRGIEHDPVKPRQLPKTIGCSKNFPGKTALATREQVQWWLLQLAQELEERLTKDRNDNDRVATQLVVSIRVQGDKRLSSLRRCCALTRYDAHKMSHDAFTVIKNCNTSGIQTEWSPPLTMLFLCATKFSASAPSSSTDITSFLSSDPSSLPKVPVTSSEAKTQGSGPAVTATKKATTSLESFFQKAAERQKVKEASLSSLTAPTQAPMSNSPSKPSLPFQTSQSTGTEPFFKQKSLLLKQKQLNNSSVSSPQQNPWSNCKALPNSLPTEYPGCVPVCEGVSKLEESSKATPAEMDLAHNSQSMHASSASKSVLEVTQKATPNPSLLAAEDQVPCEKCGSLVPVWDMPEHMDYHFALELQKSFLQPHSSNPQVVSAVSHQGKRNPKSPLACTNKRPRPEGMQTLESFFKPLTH
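Pol eta at 10 nM preincubated with compounds 15 min at room temperature; reaction started with fluorescent substrate (50 nM final) and read kinetically at 0 and 10 min.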
JMJD2A Tudor inh: qHTS Assay for Inhibitors of JMJD2A-Tudor Domain | AlphaScreen JMJD2A-Tudor / H3K4me3 peptide binding | Potency, µM (highest dose often 114 µM), inactives show top-dose activity change, negative = inhibition, actives largely listed as inhibitors | 390,000 tested, 4.4% active; note: % is set by controls: 0 for no effect and ±100 for the full control effect; nearly all actives have a fitted effect of over 50% in size
POLB inh: qHTS Assay for Inhibitors of DNA Polymerase Beta; Pol beta primer extension/strand displacement, fluorescence kinetic; AID 485314, 2010; Potency, µM (highest dose often 114 µM), for the others: at the highest dose activity change, negative = inhibition, most hits filed as inhibitors; 340,000 tested, 1.3% active; note: % is set by controls: 0 for no effect and ±100 for the full control effect
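Kinetic readout of DNA synthesis with strand displacement by Pol beta. Compound and 10 nM enzyme sit 15 min at room temperature; 50 nM substrate starts the reaction, read immediately and at 10 min.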
BLM helicase inh: qHTS Assay for Inhibitors of Bloom's syndrome helicase (BLM); AID 2528, 2010; RecQ-like DNA helicase BLM (Homo sapiens), P54132; 350,000 tested, 0.2% active; recombinant BLM DNA unwinding, fluorescence dequenching; Potency, µM (top dose mostly 56.1 µM), inactives show top-dose activity change, negative = inhibition, usual class: inhibitors;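 note: plate controls were vehicle for no effect and no enzyme for full effect; nearly all actives have a fitted effect of over 35% in size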
BAZ2B block: qHTS Assay for Inhibitors of BAZ2B; Bromodomain adjacent to zinc finger domain protein 2B (Homo sapiens), Q9UIF8; AlphaScreen BAZ2B-H3K14Ac peptide displacement; Potency, µM (series often up to 114 µM), for inactives: at the highest dose activity change, negative = inhibition, hits mostly inhibitors; 360,000 tested, 4.4% active; AID 504333, 2011; note: % is set by controls: 0 for no effect and ±100 for the full control effect; nearly all actives have a fitted effect of over 60% in size
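In this displacement format the biotinylated H3(5-23) peptide acetylated at Lys14 serves as ligand at 50 nM, with BAZ2B at 50 nM in PBS pH 7.4 containing 0.01% Tween-20. Donor and acceptor beads are 10 ug/mL final.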
APE1 inh: qHTS Assay for Inhibitors of the Human Apurinic/apyrimidinic Endonuclease 1 (APE1); Potency, µM (doses to about 65.8 µM), for the others: at the highest dose activity change, negative = inhibition, hits mostly inhibitors; 350,000 tested, 0.35% active; recombinant APE1, TAMRA/BHQ-2 abasic DNA cleavage fluorescence; AID 2517, 2012;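 note: plate controls were vehicle for no effect and reference inhibitor for full effect; nearly all actives have a fitted effect of over 55% in size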
Target sequence (P27695 whole entry, looked up): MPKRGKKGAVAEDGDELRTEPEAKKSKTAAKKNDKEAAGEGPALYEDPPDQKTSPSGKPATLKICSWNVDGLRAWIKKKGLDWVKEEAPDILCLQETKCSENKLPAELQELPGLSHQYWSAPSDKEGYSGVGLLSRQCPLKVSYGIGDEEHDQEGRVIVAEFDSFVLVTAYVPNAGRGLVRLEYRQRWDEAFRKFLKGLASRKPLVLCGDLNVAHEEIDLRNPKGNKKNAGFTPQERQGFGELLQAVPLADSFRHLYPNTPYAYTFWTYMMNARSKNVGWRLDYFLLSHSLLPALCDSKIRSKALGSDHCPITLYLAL
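Endonuclease cleavage of a quenched abasic-site DNA duplex (50 nM) by APE1 (0.75 nM) was tracked by TAMRA dequenching. Compounds were preincubated with enzyme 15 min at room temperature; data normalized to buffer-only and DMSO wells plus NSC13755 control.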
G9a block: qHTS Assay for Inhibitors of Histone Lysine Methyltransferase G9a | Potency, µM (top dose mostly 102 µM), inactives show top-dose activity, negative = inhibition, actives largely listed as inhibitors | 350,000 tested, 8.8% active | Histone-lysine N-methyltransferase EHMT2 (Homo sapiens), Q96KQ7 | G9a H3K9 monomethylation, AlphaScreen, 2 h; note: % is set by controls: 0 for no effect and ±100 for the full control effect; nearly all actives have a fitted effect of over 75% in size
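Using a bead-based AlphaScreen, monomethylated H3K9 product from 2 h room-temperature reactions (G9a 20 nM, peptide 500 nM, SAM 20 uM) was detected with 0.5 ug/mL rabbit anti-H3K9me1 antibody.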
POLK inh: qHTS for Inhibitors of Polymerase Kappa; purified Pol kappa, fluorescent DNA synthesis assay, 10 min; Potency, µM (top dose mostly 107 µM), inactives show top-dose activity, negative = inhibition, usual class: inhibitors; 400,000 tested, 0.53% active; AID 588579, 2011; note: % is set by controls: 0 for no effect and ±100 for the full control effect
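Enzyme at 10 nM met test compounds for 15 min at room temperature. Substrate addition (50 nM final) began the reaction, which was monitored by fluorescence at 0 and 10 min.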
POLI inh: qHTS for Inhibitors of Polymerase Iota; AID 588590, 2011; 390,000 tested, 1% active; DNA polymerase iota (Homo sapiens), Q9UNA4; Potency, µM (titrated, usually from 115 µM), for inactives: at the highest dose activity, negative = inhibition, actives largely listed as inhibitors; Pol iota fluorescent replication assay, 10 min
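Fluorescent replication assay read twice, at 0 min and 10 min after adding 50 nM (final) substrate. Enzyme (10 nM) and compounds were first incubated 15 min at room temperature; enzyme-free buffer wells were negative controls.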
Numbers without * were called inactive; & = joins results of further samples; [ ] = remark or other dose. Calls come from the whole dose curve; as a rule, active = well fitted curve in the direction sought with a large enough effect; inconclusive = small, poorly fitted or top-dose-only effect, or another doubt; inactive = no such curve, though single readings can be large; an effect the other way counts as inactive or inconclusive. Potency is the fitted concentration of half-maximal effect.

Cc1ccc(NC(=O)COC(=O)CN2C(=O)NC(C)(C)C2=O)cc1S(=O)(=O)N1CCOCC1 was read as Pol eta inh -20%, JMJD2A Tudor inh -2%, POLB inh 1%, BLM helicase inh 0%, BAZ2B block -8%, APE1 inh -1%, G9a block -1%, POLK inh 4% and POLI inh 92%[activator].
For COc1ccc(NC(=O)CCc2c(C)nc3nc(CNC(=O)c4cccc(F)c4)nn3c2C)cc1OC the results were Pol eta inh 6%, JMJD2A Tudor inh -19%, POLB inh 2%, BLM helicase inh 2%, BAZ2B block -21%, APE1 inh 85%[activator], G9a block inconclusive, POLK inh -17% and POLI inh -17%.
Cc1ccc(C(=O)O)cc1NC(=O)Nc1ccc2c(c1)OCO2 was read as Pol eta inh -15%, JMJD2A Tudor inh -8%, POLB inh 2%, BLM helicase inh -3%, BAZ2B block inconclusive, APE1 inh 7%, G9a block -32%, POLK inh 5% and POLI inh 29%.
Cc1cccc(Nc2ncnc3c2cnn3C)c1C was read as Pol eta inh 3%, JMJD2A Tudor inh -20%, POLB inh 0%, BLM helicase inh -2%, BAZ2B block -1%, G9a block 4%[59 µM], POLK inh -10%[60.1 µM] and POLI inh -4%.
For CCN1CCN(CCCNC(=O)C2CCN(c3nnc(-n4cccc4)s3)CC2)CC1 the results were Pol eta inh 7%, JMJD2A Tudor inh -20%, POLB inh 0%, BLM helicase inh -3%, BAZ2B block -12%, APE1 inh 29%, G9a block -17%, POLK inh -12% and POLI inh 6%.
COC(=O)c1ccc(CSc2nnc(NC(C)C)s2)cc1 was read as Pol eta inh 2%, JMJD2A Tudor inh 5%, POLB inh 15%, BLM helicase inh -1%, BAZ2B block 4%, APE1 inh 0%, G9a block 7%[12.7 µM], POLK inh -9% and POLI inh 8%.
For CSC(=NC(C)c1ccccc1)NS(=O)(=O)c1cccs1 (stereo not given) the results were Pol eta inh -6%, JMJD2A Tudor inh 1%, POLB inh -16%, BLM helicase inh -2%, BAZ2B block 3%, APE1 inh 0%, G9a block 12%, POLK inh -12% and POLI inh 12%.
Screening Fc1cccc(F)c1[B-](F)(F)F returned Pol eta inh -11%, JMJD2A Tudor inh -20%, POLK inh 13% and POLI inh 19%.
`CCOc1ccc(C=NNC(=O)c2cccc3ccccc23)cc1OCC` gave Pol eta inh 0%, JMJD2A Tudor inh -22%, POLK inh -14% and POLI inh 3%.
Screening CSC(=NC#N)N1CCN(c2cccc(Cl)c2)CC1 returned Pol eta inh -13%, JMJD2A Tudor inh -11%, POLB inh 5%, BLM helicase inh -1%, BAZ2B block 19%, APE1 inh -2%, G9a block -18%[2.33 µM], POLK inh -12% and POLI inh 1%.
Screening CN1C(=O)/C(=C/c2ccc(OC(=O)c3ccco3)cc2)SC1=S returned Pol eta inh -23%, JMJD2A Tudor inh -10%, POLB inh 15%, BLM helicase inh -5%, BAZ2B block -20%, APE1 inh 47%, G9a block 8%, POLK inh -10% and POLI inh 96%[activator].
`C=C1CCN(c2ccc(C(=O)NCc3ccccc3)cc2[N+](=O)[O-])CC1` gave Pol eta inh -25%, JMJD2A Tudor inh inconclusive, POLB inh 20%, BLM helicase inh -5%, BAZ2B block inconclusive, APE1 inh -15%, G9a block 22µM*, POLK inh -6% and POLI inh inconclusive.
Screening O=C(NC(Cc1ccccc1)C(=O)O)NC12CC3CC(CC(C3)C1)C2 (stereo not given) returned Pol eta inh -5%, JMJD2A Tudor inh -20%, POLB inh 23%, BLM helicase inh 0%, BAZ2B block 0%, APE1 inh -7%, G9a block 7%, POLK inh 10% and POLI inh 22%.
`COc1ccccc1C(=O)Nc1nc(-c2ccc(Br)cc2)ns1` gave Pol eta inh -16%, JMJD2A Tudor inh 3%, POLB inh 9%, BLM helicase inh -5%, BAZ2B block -34%, G9a block 24%[59 µM], POLK inh -1% and POLI inh -14%.
Screening Cc1cccc(CN2C(=O)c3ccccc3S(=O)(=O)c3ccc(C(=O)N4CCCC4)cc32)c1 returned Pol eta inh -15%, JMJD2A Tudor inh -6%, POLB inh 29%, BLM helicase inh -4%, BAZ2B block -18%, G9a block 5%[59 µM], POLK inh -1% and POLI inh 4%.
COCC(=O)Nc1ccc(Nc2ccccc2)cc1 was read as Pol eta inh 5%, JMJD2A Tudor inh -24%, POLB inh 9%, BLM helicase inh -1%, BAZ2B block 40µM*, APE1 inh 16%, G9a block inconclusive, POLK inh -2% and POLI inh inconclusive.
`CC(=O)Nc1ccc(S(=O)(=O)N2CCC(Oc3ccc(-n4cnnn4)cc3)CC2)cc1` gave Pol eta inh -4%&-16%, JMJD2A Tudor inh -8%&-14%, POLB inh inconclusive, BLM helicase inh 1%&2%, BAZ2B block -18%&0%, APE1 inh 9%, G9a block 46%, POLK inh -2%&-6% and POLI inh 2%&0%.
For COc1ccc(/C=N\NC(=O)c2c(C)nc3ccc(Br)cn23)cc1 the results were Pol eta inh inconclusive, JMJD2A Tudor inh -23%, POLB inh inconclusive, BLM helicase inh -28%, BAZ2B block -7%, APE1 inh 7%, G9a block -9%[59 µM], POLK inh -33% and POLI inh inconclusive.
`CCN(CC)CC(C)(C)NS(=O)(=O)c1ccc(Cl)cc1` gave Pol eta inh -2%, JMJD2A Tudor inh -4%, POLB inh -1%, BLM helicase inh 0%, BAZ2B block 14%, APE1 inh 0%, G9a block 22%[59 µM], POLK inh -12%[60.1 µM] and POLI inh -11%.
Screening Cc1nnc(SC(C)C(=O)NCC2CCCO2)n1-c1ccccc1 (stereo not given) returned Pol eta inh -10%, JMJD2A Tudor inh -18%, POLB inh inconclusive, BLM helicase inh -5%, BAZ2B block -24%, APE1 inh -4%, G9a block -44%[12.7 µM], POLK inh -19% and POLI inh 17%.
`N#CC(c1nc2ccccc2nc1OCCO)S(=O)(=O)c1ccccc1` (stereo not given) gave Pol eta inh inconclusive, JMJD2A Tudor inh -4%[11.4 µM], POLB inh 25%, BLM helicase inh -1%, BAZ2B block -16%, APE1 inh -4%, POLK inh 2% and POLI inh 13%.
Screening Cc1ccc(/C=N/n2c(C)nnc2C)o1 returned Pol eta inh -10%, JMJD2A Tudor inh inconclusive, POLB inh 2%, BLM helicase inh 4%, BAZ2B block -5%, APE1 inh 2%, G9a block 23%[59 µM], POLK inh -3% and POLI inh 6%.
For Cc1ccc(CNC(=O)Cn2nc(N3CCN(c4ccccc4)CC3)ccc2=O)cc1 the results were Pol eta inh 1%, JMJD2A Tudor inh -31%, POLB inh -3%, BLM helicase inh 0%, BAZ2B block inconclusive, G9a block -5%[59 µM], POLK inh -15% and POLI inh -16%.
`COc1cc(C(=O)OC(C)C(=O)Nc2ccc3c(c2)OCO3)ccc1OCc1c(C)noc1C` (stereo not given) gave Pol eta inh 2%, JMJD2A Tudor inh -11%, POLB inh 32%, BLM helicase inh -11%, BAZ2B block 10%[57.1 µM], APE1 inh -3%, G9a block -1%[59 µM], POLK inh 6% and POLI inh 13%.
`O=C(NCc1cccs1)C(=O)NCC1OCCCN1S(=O)(=O)c1ccc(F)cc1` (stereo not given) gave Pol eta inh -22%, JMJD2A Tudor inh -2%, POLB inh 52%, BLM helicase inh 5%, BAZ2B block 4%, APE1 inh 14%, G9a block 17%[59 µM], POLK inh -8% and POLI inh 16%.
CCn1nc(C)c(Br)c1-c1nc(-c2ccc(C)cc2)no1 was read as Pol eta inh -12%, JMJD2A Tudor inh 24%, POLB inh 0%, BLM helicase inh 1%, BAZ2B block 1%, APE1 inh 5%, G9a block 34%, POLK inh -13% and POLI inh inconclusive.
Screening CCCCn1c(N)c(N(CC(C)C)C(=O)c2cc(Br)c(Br)s2)c(=O)[nH]c1=O returned Pol eta inh 1%, JMJD2A Tudor inh -8%, POLK inh 1% and POLI inh 26%.
For O=[N+]([O-])c1cccc(COc2cccc(CN3CCCC3)c2)c1 the results were Pol eta inh 0%, JMJD2A Tudor inh -33%, POLK inh -5% and POLI inh -2%.
Screening CC(=O)c1cccc(S(=O)(=O)N2CCC(C(=O)Oc3ccc(-c4nnco4)cc3)CC2)c1 returned Pol eta inh -18%, JMJD2A Tudor inh -8%, APE1 inh -26%, POLK inh -4% and POLI inh -24%.

Five entries already listed, ordered by length of the SMILES, ascending.
COC(=O)c1ccc(CSc2nnc(NC(C)C)s2)cc1 was read as Pol eta inh 2%, JMJD2A Tudor inh 5%, POLB inh 15%, BLM helicase inh -1%, BAZ2B block 4%, APE1 inh 0%, G9a block 7%[12.7 µM], POLK inh -9% and POLI inh 8%.
Screening Cc1nnc(SC(C)C(=O)NCC2CCCO2)n1-c1ccccc1 (stereo not given) returned Pol eta inh -10%, JMJD2A Tudor inh -18%, POLB inh inconclusive, BLM helicase inh -5%, BAZ2B block -24%, APE1 inh -4%, G9a block -44%[12.7 µM], POLK inh -19% and POLI inh 17%.
`CCOc1ccc(C=NNC(=O)c2cccc3ccccc23)cc1OCC` gave Pol eta inh 0%, JMJD2A Tudor inh -22%, POLK inh -14% and POLI inh 3%.
Screening CN1C(=O)/C(=C/c2ccc(OC(=O)c3ccco3)cc2)SC1=S returned Pol eta inh -23%, JMJD2A Tudor inh -10%, POLB inh 15%, BLM helicase inh -5%, BAZ2B block -20%, APE1 inh 47%, G9a block 8%, POLK inh -10% and POLI inh 96%[activator].
`COc1cc(C(=O)OC(C)C(=O)Nc2ccc3c(c2)OCO3)ccc1OCc1c(C)noc1C` (stereo not given) gave Pol eta inh 2%, JMJD2A Tudor inh -11%, POLB inh 32%, BLM helicase inh -11%, BAZ2B block 10%[57.1 µM], APE1 inh -3%, G9a block -1%[59 µM], POLK inh 6% and POLI inh 13%.

An excerpt (hit frequency here may not be typical).
